Assay outcomes: PubChem, National Center for Advancing Translational Sciences (NCATS)
Pf growth 48h: inhibits P. falciparum growth in the first generation, 48 h; Potency, µM (top dose mostly 28.7 µM), without a hit: at the top dose activity change, negative = inhibition, hits mostly inhibitors; P. falciparum luciferase growth in erythrocytes, 48 h; 310,000 compounds, 5.9% hits; further: potency means the concentration at half of the fitted maximal effect; on the % scale 0 is the no-effect control and ±100 the full control effect
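Read-out is firefly luciferase luminescence from an integrated reporter in P. falciparum, so falling signal marks reduced parasite growth. Infected erythrocytes were at 2% hematocrit and 0.1% parasitemia (final) in Albumax-supplemented RPMI 1640.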
Cycloheximide cs: counter-screen for Shiga toxin inhibitors: cycloheximide protein synthesis inhibition; cell reporter, cycloheximide protein synthesis inhibition counterscreen; max response, %; 300,000 compounds, 12% hits; AID 2314; in the data active means max response mostly above about 13%, no sharp cut-off; inactive means mostly below about 14%; further: read at 38.3 µM for the half of the compounds with a filed dose; 0% is about no effect
Pf growth 96h: P. falciparum growth inhibition at 96 hours; P. falciparum luciferase reporter growth, 96 h; Potency, µM (series often up to 28.7 µM), inactives show at the top dose activity change, negative = inhibition, most hits filed as inhibitors; 320,000 compounds, 6.9% hits; AID 504834; further: potency means the concentration at half of the fitted maximal effect; on the % scale 0 is the no-effect control and ±100 the full control effect
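P. falciparum expressing integrated firefly luciferase grown in erythrocytes (2% hematocrit, 0.05% parasitemia final) with compounds for 96 hours at 37 C, 5% CO2. Growth inhibition read as loss of luminescence after adding luciferase detection reagent.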
LmPK inh: LmPK (Leishmania mexicana) enzyme inhibition. 290,000 compounds, 0.37% hits. purified LmPK, Kinase-Glo ATP luminescence, 1 h. Q27686. Potency, µM (top dose mostly 57.5 µM), for inactives: at the top dose activity change, negative = inhibition, actives largely listed as inhibitors. AID 1721; further: potency means the concentration at half of the fitted maximal effect; on the % scale 0 is the no-effect control and ±100 the full control effect
Target sequence (Q27686 whole entry, looked up): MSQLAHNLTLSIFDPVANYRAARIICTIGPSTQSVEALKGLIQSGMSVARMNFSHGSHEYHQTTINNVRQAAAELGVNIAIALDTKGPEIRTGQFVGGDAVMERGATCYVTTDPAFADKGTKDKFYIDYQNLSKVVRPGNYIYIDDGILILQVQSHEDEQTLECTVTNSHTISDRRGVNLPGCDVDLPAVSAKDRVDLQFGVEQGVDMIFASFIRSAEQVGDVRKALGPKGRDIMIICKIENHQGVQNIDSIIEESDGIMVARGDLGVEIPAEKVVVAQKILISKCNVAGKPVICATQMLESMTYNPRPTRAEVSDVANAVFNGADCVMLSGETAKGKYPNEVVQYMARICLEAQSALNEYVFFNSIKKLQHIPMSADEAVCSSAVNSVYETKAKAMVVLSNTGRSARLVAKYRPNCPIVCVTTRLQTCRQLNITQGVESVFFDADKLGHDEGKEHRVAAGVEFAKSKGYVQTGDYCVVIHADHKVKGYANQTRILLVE
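Purified LmPK (0.1 nM) converted ADP (0.1 mM) to ATP with PEP (0.5 mM) in imidazole buffer pH 7.2 with KCl and MgCl2, 1 h at room temperature. ATP was read by Kinase-Glo luminescence; data normalized to uninhibited and no-enzyme controls.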
Tb PYK inh: blocks Trypanosoma brucei pyruvate kinase; Q57TT1; TbPYK enzyme, Kinase-Glo Plus ATP luminescence, 45 min; Potency, µM (series often up to 76.8 µM), for the others: at the highest dose activity, negative = inhibition, actives largely listed as inhibitors; 410,000 compounds, 0.12% hits; AID 624173; further: potency means the concentration at half of the fitted maximal effect; on the % scale 0 is the no-effect control and ±100 the full control effect; nearly all actives have a fitted effect of over 50% in size
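TbPYK + substrate in 50 mM TEA pH 7.2, 100 mM KCl, 10 mM MgCl2, 0.05% BSA, 0.01% Tween-20; cpd pinned; ADP 130 uM final; 45 min RT; Kinase-Glo Plus 10 min; luminescence endpoint.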
Shiga toxin inh: Shiga toxin inhibition; 290,000 compounds, 9.2% hits; AID 2315; inhibition, % at 38.7 µM; Vero cells, Shiga toxin protein synthesis inhibition reporter; in the data active means inhibition mostly above about 28%, no sharp cut-off; inactive means mostly below about 43%; further: 0% is about no effect
AmpC no deterg: AmpC beta-lactamase inhibition without detergent; P00811; AID 485341; AmpC nitrocefin hydrolysis, absorbance 480 nm, 0.0001% Triton; 330,000 compounds, 0.52% hits; Potency, µM (titrated, usually from 57.1 µM), inactives show top-dose activity change, negative = inhibition, usual class: inhibitors;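 further: potency means the concentration at half of the fitted maximal effect; plate controls were no compound for no effect and no enzyme for full effect; nearly all actives have a fitted effect of over 20% in size; some results filed as inactive show a strong effect at the top dose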
Target sequence (P00811 whole entry, looked up): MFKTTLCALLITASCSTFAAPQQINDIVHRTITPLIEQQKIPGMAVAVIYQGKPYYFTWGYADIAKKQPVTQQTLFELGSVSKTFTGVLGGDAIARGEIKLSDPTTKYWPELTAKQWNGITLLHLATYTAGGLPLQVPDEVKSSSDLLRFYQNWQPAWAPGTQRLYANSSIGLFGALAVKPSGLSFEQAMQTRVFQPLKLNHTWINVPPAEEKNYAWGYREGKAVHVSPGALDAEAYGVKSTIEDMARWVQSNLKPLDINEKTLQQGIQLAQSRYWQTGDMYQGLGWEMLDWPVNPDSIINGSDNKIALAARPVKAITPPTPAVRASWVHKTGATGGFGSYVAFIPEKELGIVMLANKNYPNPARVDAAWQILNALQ
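AmpC (5.3 nM in the dispensed reagent) in 20 mM phosphate pH 7.0 with 0.01% (detergent screen) or 0.0001% Triton X-100 was preincubated with compounds for 15 min at room temperature. Nitrocefin was then added from an 800 uM solution, and hydrolysis was followed at 480 nm.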
An asterisk follows results filed as active; [ ] = remark or other dose. Unless noted, the call rests on the fitted dose curve; in most records, active means well fitted curve in the direction sought with a large enough effect; inconclusive means small, poorly fitted or top-dose-only effect, or another doubt; inactive means no such curve, though single readings can be large; an effect the other way counts as inactive or inconclusive.

For Cc1ccc(S(=O)(=O)NCCc2nnc3ccc(NCCCOC(C)C)nn23)cc1 the results were Pf growth 48h inconclusive, Cycloheximide cs -3, Pf growth 96h inconclusive, LmPK inh -4%, Tb PYK inh 3%, Shiga toxin inh -14 and AmpC no deterg -13%.
For CCn1c(=O)c2cc(C(=O)NCc3cccs3)sc2c2ccccc21 the results were Pf growth 48h 57%[activator], Cycloheximide cs -2, Pf growth 96h 2.3µM*, LmPK inh 0%, Tb PYK inh 0%, Shiga toxin inh -2 and AmpC no deterg -9%.
`O=C(CCc1ccccc1)NCC1OCCc2ccccc21` (stereo not drawn) gave Pf growth 48h 14%, Cycloheximide cs 11, Pf growth 96h -3%, LmPK inh 3%, Tb PYK inh -15%, Shiga toxin inh 17 and AmpC no deterg -16%.
COc1ccc(CCNC(=O)CN(c2ccccc2OC)S(C)(=O)=O)cc1OC was read as Pf growth 48h 2%, Cycloheximide cs -4, Pf growth 96h 10%, LmPK inh -11%, Tb PYK inh -8%, Shiga toxin inh -6 and AmpC no deterg -11%.
Screening O/N=C(\Cc1cscn1)c1ccc(O)cc1O returned Pf growth 48h 85%[activator], Cycloheximide cs -3, Pf growth 96h inconclusive, LmPK inh -1%, Tb PYK inh 4%, Shiga toxin inh -2 and AmpC no deterg -16%.
For CC(=O)Nc1ccc(S(=O)(=O)NCCc2csc(-c3cccnc3)n2)cc1 the results were Pf growth 48h -9%, Cycloheximide cs 8, Pf growth 96h 8.3µM*, LmPK inh -3%, Tb PYK inh 4%, Shiga toxin inh -7 and AmpC no deterg 1%.
For CCN1CCC(N2CCN(c3ccc(F)cc3)CC2)CC1 the results were Pf growth 48h 39%[activator], Cycloheximide cs -2, Pf growth 96h 35%[activator], LmPK inh 1%, Tb PYK inh -14%, Shiga toxin inh -3 and AmpC no deterg -6%.
For Cc1ccc(S(=O)(=O)N2CCC(C(=O)OCC(=O)N(C)C3CCS(=O)(=O)C3)CC2)cc1C (stereo not drawn) the results were Pf growth 48h 14%, Pf growth 96h 20%, Tb PYK inh 0% and AmpC no deterg 87%[activator].
O=C(Nc1ccc(Cl)cc1)Nc1ccccc1NS(=O)(=O)c1cccs1 was read as Pf growth 48h 14%, Cycloheximide cs -4, Pf growth 96h 0%, LmPK inh 0%, Tb PYK inh 5%, Shiga toxin inh 3 and AmpC no deterg -53%.
Screening COc1ccc(S(=O)(=O)N(C)c2ccc(C(=O)NCc3ccco3)cc2)cc1OC returned Pf growth 48h -23%, Cycloheximide cs -3, Pf growth 96h 1%, LmPK inh 4%, Tb PYK inh 2%, Shiga toxin inh -4 and AmpC no deterg 4%.
For Cc1ccnc(NC(=S)N2CCN(c3cccc(C(F)(F)F)c3)CC2)c1 the results were Pf growth 48h inconclusive, Cycloheximide cs 7, Pf growth 96h inconclusive, LmPK inh -11%, Tb PYK inh inconclusive, Shiga toxin inh 26 and AmpC no deterg -2%.
`COC(=O)c1ccc(C2c3[nH]c4ccccc4c3C[C@H]3C(=O)N(C4CC4)CC(=O)N23)cc1` (stereo partly drawn) gave Pf growth 48h inconclusive, Cycloheximide cs -5, Pf growth 96h inconclusive, LmPK inh 5%, Tb PYK inh 4%, Shiga toxin inh -12 and AmpC no deterg 134%[activator].
Screening Cc1csc(NC(=O)c2nc(-c3ccccc3)n(-c3ccccc3)n2)n1 returned Pf growth 48h inconclusive, Cycloheximide cs -3, Pf growth 96h 87%[activator], LmPK inh 4%, Tb PYK inh 6%, Shiga toxin inh -17 and AmpC no deterg -32%.
`CCC(C)(C)n1nnnc1C(c1cc(OC)ccc1OC)N1CCC(C(N)=O)CC1` (stereo not drawn) gave Pf growth 48h -26%, Cycloheximide cs 5, Pf growth 96h inconclusive, LmPK inh 3%, Tb PYK inh 2%, Shiga toxin inh -4 and AmpC no deterg 42%.
O=c1cc(CN2CCOCC2)nc(C2CC2)[nH]1 was read as Pf growth 48h -9%, Cycloheximide cs -1, Pf growth 96h 37%[activator], LmPK inh -3%, Tb PYK inh -4%, Shiga toxin inh -2 and AmpC no deterg -18%.
Screening COc1ccc(NC(=S)NC2CCN(Cc3ccccc3)CC2)cc1OC returned Pf growth 48h 9%, Cycloheximide cs 1, Pf growth 96h 63%[activator], LmPK inh -1%, Tb PYK inh 1%, Shiga toxin inh -14 and AmpC no deterg -46%.
`Cc1csc(NC(=O)/C=C/c2ccco2)n1` gave Pf growth 48h 254%[activator], Cycloheximide cs 25*, Pf growth 96h 184%[activator], LmPK inh -10%, Tb PYK inh -7%, Shiga toxin inh 35* and AmpC no deterg -21%.
O=C(CCS(=O)(=O)c1cccc2nonc12)NCCc1ccccc1 was read as Pf growth 48h -5%, Cycloheximide cs -1, Pf growth 96h 1%, LmPK inh -11%, Tb PYK inh 1%, Shiga toxin inh -2 and AmpC no deterg -20%.
For O=C(Nc1sc2c(c1C(=O)NC1CCCCC1)CCC2)c1ccco1 the results were Pf growth 48h 4%, Cycloheximide cs 16, Pf growth 96h -12%[5.75 µM], LmPK inh 0%, Tb PYK inh 0% and Shiga toxin inh 26.
Screening CN(C)c1cc(-c2ccc(Br)cc2)oc(=O)c1Cl returned Pf growth 48h inconclusive, Cycloheximide cs 9, Pf growth 96h inconclusive, LmPK inh 3%, Tb PYK inh -5%, Shiga toxin inh 11 and AmpC no deterg 1%.
For c1ccc(Nc2nc(-c3ccccn3)cs2)cc1 the results were Pf growth 48h 6%, Cycloheximide cs 41*, Pf growth 96h -48%, LmPK inh -10%, Tb PYK inh 1% and Shiga toxin inh 108*.
Cc1ccc(OCc2nnc(SCC(N)=O)n2N)cc1 was read as Pf growth 48h 22%, Cycloheximide cs 4, Pf growth 96h 31%[activator], LmPK inh 1%, Tb PYK inh 1%, Shiga toxin inh 3 and AmpC no deterg -11%.
For CCc1cccc(NC(=O)CCCN2C(=O)NC(C)(C)C2=O)c1 the results were Pf growth 48h -29%, Pf growth 96h 5%, Tb PYK inh 1% and AmpC no deterg -16%.
Screening Cn1c(=O)c2ccccc2n2c(=S)[nH]nc12 returned Pf growth 48h 13%, Cycloheximide cs -6, Pf growth 96h 26%, LmPK inh 1%, Tb PYK inh -9%, Shiga toxin inh 18 and AmpC no deterg -29%.
Screening CCCn1[nH]cc(SC)c(=O)c1=O returned Cycloheximide cs -3, Pf growth 96h 1%, LmPK inh 3%, Tb PYK inh -1%, Shiga toxin inh -13 and AmpC no deterg -13%.
For O=C(Nc1ccc2nc(-c3cccnc3)[nH]c2c1)C12CC3CC(CC(C3)C1)C2 the results were Pf growth 48h 12µM*, Cycloheximide cs 11, Pf growth 96h -26%, LmPK inh -1%, Tb PYK inh 0%, Shiga toxin inh 71 and AmpC no deterg 33%.
For COc1ccccc1OC(=O)c1ccc(S(=O)(=O)N(C)C)cc1 the results were Cycloheximide cs -1, Pf growth 96h -22%, LmPK inh 13%, Tb PYK inh 4%, Shiga toxin inh -7 and AmpC no deterg 13%.
For O=C(c1cc2c(s1)-c1ccccc1OC2)N1CCN(c2ccccn2)CC1 the results were Cycloheximide cs -5, Pf growth 96h -18%, LmPK inh 18%, Tb PYK inh -1%, Shiga toxin inh -23 and AmpC no deterg -15%.
Screening COc1ccc(-n2cc(C(=O)O)c3ccccc3c2=O)cc1 returned Cycloheximide cs -3, Pf growth 96h 13%, LmPK inh 1%, Tb PYK inh 3%, Shiga toxin inh -13 and AmpC no deterg -18%.
For Cc1cc2cc(CN(Cc3ccc4c(c3)OCO4)C(=O)c3cnccn3)c3nnnn3c2cc1C the results were Pf growth 48h -5%, Cycloheximide cs -8, LmPK inh -3%, Tb PYK inh -5%, Shiga toxin inh -14 and AmpC no deterg -5%.

Quoted from above, 5 compounds:
For Cc1ccc(S(=O)(=O)NCCc2nnc3ccc(NCCCOC(C)C)nn23)cc1 the results were Pf growth 48h inconclusive, Cycloheximide cs -3, Pf growth 96h inconclusive, LmPK inh -4%, Tb PYK inh 3%, Shiga toxin inh -14 and AmpC no deterg -13%.
For CCn1c(=O)c2cc(C(=O)NCc3cccs3)sc2c2ccccc21 the results were Pf growth 48h 57%[activator], Cycloheximide cs -2, Pf growth 96h 2.3µM*, LmPK inh 0%, Tb PYK inh 0%, Shiga toxin inh -2 and AmpC no deterg -9%.
`O=C(CCc1ccccc1)NCC1OCCc2ccccc21` (stereo not drawn) gave Pf growth 48h 14%, Cycloheximide cs 11, Pf growth 96h -3%, LmPK inh 3%, Tb PYK inh -15%, Shiga toxin inh 17 and AmpC no deterg -16%.
COc1ccc(CCNC(=O)CN(c2ccccc2OC)S(C)(=O)=O)cc1OC was read as Pf growth 48h 2%, Cycloheximide cs -4, Pf growth 96h 10%, LmPK inh -11%, Tb PYK inh -8%, Shiga toxin inh -6 and AmpC no deterg -11%.
Screening O/N=C(\Cc1cscn1)c1ccc(O)cc1O returned Pf growth 48h 85%[activator], Cycloheximide cs -3, Pf growth 96h inconclusive, LmPK inh -1%, Tb PYK inh 4%, Shiga toxin inh -2 and AmpC no deterg -16%.

The listing continues.
For CCOc1ccc(-n2ccnc(SCC(=O)NCc3cccc(OC)c3)c2=O)cc1 the results were Pf growth 48h inconclusive, Pf growth 96h -9%, Tb PYK inh 2% and AmpC no deterg -8%.
Screening O=C(Cc1ccccc1[N+](=O)[O-])NCCCN1CCOCC1 returned Pf growth 48h 6%, Cycloheximide cs -1, Pf growth 96h 5%, LmPK inh 23%, Tb PYK inh 1%, Shiga toxin inh -6 and AmpC no deterg -7%.
`Cc1c(C#N)c(NC(=O)C(C)C)n(Cc2ccccc2)c1C` gave Pf growth 48h -11%, Cycloheximide cs -5, Pf growth 96h inconclusive, LmPK inh 1%, Tb PYK inh -7%, Shiga toxin inh 9 and AmpC no deterg -22%.
Screening Cc1ccc(S(=O)(=O)N2CCN(C(=O)Cc3sc(C)nc3-c3ccc(F)cc3)CC2)c(C)c1 returned Pf growth 48h inconclusive, Pf growth 96h inconclusive, Tb PYK inh -4% and AmpC no deterg 116%[activator].
For Cc1ccc(NC(=O)c2cc(S(=O)(=O)N3CCOCC3)cn2C)cc1Cl the results were Pf growth 48h -8%, Cycloheximide cs 1, Pf growth 96h -2%, LmPK inh 1%, Tb PYK inh -2%, Shiga toxin inh -3 and AmpC no deterg 31%.
Screening CCc1ccc2oc(=O)cc(CN3CCN(Cc4ccccc4)CC3)c2c1 returned Pf growth 48h inconclusive, Cycloheximide cs -4, Pf growth 96h inconclusive, LmPK inh -8%, Tb PYK inh 4%, Shiga toxin inh 6 and AmpC no deterg -6%.
For O=C(Cn1cnc2ccccc2c1=O)Nc1ccc2c(c1)CCC2 the results were Pf growth 48h 9%, Cycloheximide cs 5, Pf growth 96h inconclusive, LmPK inh -7%, Tb PYK inh 2%, Shiga toxin inh -24 and AmpC no deterg -39%.
